IDE cell inh: human IDE inhibitors in live cells, primary screen, fluorescence polarization, HEK cells, FAbetaB substrate. 320,000 tested, 0.41% active. FAbetaB cleavage. Insulin-degrading enzyme (Homo sapiens), P14735. inhibition, % at 5.59 µM;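 active = percent inhibition above the average of all tested compounds plus 3 SD, set per screening campaign, cut at about 16% in these data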;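 also: IDE supplied by intact live HEK cells; FP after avidin binding of uncleaved biotin substrate so inhibition keeps polarization high; 0% = DMSO wells and 100% = 60 µM reference IDE inhibitor Ii1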
Target sequence (P14735 whole entry, looked up): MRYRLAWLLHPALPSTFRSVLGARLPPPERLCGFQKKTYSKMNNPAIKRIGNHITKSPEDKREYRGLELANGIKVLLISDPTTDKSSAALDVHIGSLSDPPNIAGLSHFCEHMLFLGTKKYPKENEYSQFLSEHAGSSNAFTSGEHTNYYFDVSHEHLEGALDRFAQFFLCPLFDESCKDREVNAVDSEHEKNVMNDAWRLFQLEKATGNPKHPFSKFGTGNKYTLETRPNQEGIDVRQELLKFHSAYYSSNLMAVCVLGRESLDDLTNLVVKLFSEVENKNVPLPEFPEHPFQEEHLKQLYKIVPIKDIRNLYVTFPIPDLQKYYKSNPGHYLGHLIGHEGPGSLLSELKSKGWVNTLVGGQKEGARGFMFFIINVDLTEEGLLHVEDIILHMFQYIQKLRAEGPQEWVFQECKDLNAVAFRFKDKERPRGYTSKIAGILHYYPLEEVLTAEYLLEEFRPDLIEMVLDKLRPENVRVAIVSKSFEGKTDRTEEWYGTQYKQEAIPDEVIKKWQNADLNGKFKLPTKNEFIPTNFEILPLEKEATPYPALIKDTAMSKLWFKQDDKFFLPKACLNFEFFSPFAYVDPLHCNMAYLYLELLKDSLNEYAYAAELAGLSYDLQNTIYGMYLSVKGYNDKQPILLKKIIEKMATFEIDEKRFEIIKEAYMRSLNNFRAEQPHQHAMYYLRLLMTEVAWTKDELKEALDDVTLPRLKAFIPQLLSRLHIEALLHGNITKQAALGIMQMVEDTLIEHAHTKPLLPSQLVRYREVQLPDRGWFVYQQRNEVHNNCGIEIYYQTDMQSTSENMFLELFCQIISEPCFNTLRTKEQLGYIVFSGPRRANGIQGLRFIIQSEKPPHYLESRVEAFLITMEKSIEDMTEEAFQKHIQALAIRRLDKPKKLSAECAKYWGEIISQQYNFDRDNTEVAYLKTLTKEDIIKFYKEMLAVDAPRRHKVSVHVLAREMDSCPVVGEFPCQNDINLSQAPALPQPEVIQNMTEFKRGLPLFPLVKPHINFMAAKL
M18AAP inhibitor: PfM18AAP inhibitors, malaria aminopeptidase, primary screen, biochemical, QFRET, recombinant enzyme | H-Glu-NHMec fluorogenic cleavage | inhibition, % at 7.35 µM | 290,000 tested, 1.2% active;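 active = inhibition above the campaign mean inhibition over all tested compounds plus 3 SD, cut at about 28% in these data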;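 also: 0% = plate median of test compound wells and 100% = 2 mM ZnCl2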
IMP-1 inhibitor: IMP-1 metallo-beta-lactamase inhibitors, primary screen, biochemical, epi-absorbance readout, Pseudomonas aeruginosa enzyme; metallo-beta-lactamase IMP-1 (Pseudomonas aeruginosa); purified IMP-1, nitrocefin hydrolysis, epi-absorbance fluorescence; inhibition, % at 5.6 µM; 290,000 tested, 0.45% active;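 active = inhibition above the mean plus 3 SD of all compounds in the same screening run, cut at about 4.5% in these data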;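 also: 0% = IMP-1 with DMSO and 100% = DMSO wells lacking enzyme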
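System: Purified recombinant IMP-1 metallo-beta-lactamase enzyme | Measured by: Fluorescence quenching readout, ex 480/em 530 nm | Replication: Singlicate | Incubation: 15 min preincubation plus 25 min reaction at 25 °C | Evaluation: Percent inhibition from optical density relative to buffer-blank wells | Benchmarks: DMSO with and without IMP-1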
UBC9 SUMO inh: inhibitors of in vitro SUMOylation cascade, primary screen, biochemical, HTRF, uHTS; SUMO-conjugating enzyme UBC9 (Homo sapiens), P63279; HTRF SUMOylation assay, SAE1/SAE2 + UBC9; inhibition, % at 35 µM; 290,000 tested, 0.36% active; in the data active = inhibition above about 50%, passing the limit was not always enough; also: strong numbers were not always called active
IDE act: human IDE activators in live cells, primary screen, fluorescence polarization, HEK cells, FAbeta-B substrate; AID 493087, 2011; Insulin-degrading enzyme (Homo sapiens), P14735; FAbeta-B cleavage; 0% vehicle, 100% cell-free pure enzyme wells; activation, % at 5.96 µM; 340,000 tested, 0.073% active;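 active = activation above the mean of all tested compounds plus 3 SD, set per screening campaign, cut at about 17% in these data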
FID counter: compounds displacing fluorescent DNA intercalator, primary screen, artefact control for HCV NS3 helicase inhibitor project, biochemical, FID fluorescence. DNA fluorescent intercalator displacement. inhibition, % at 7.9 µM. 290,000 tested, 0.17% active. AID 1845, 2009; in the data active = inhibition above about 37%;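 also: 0% = vehicle and 100% = reference compound; higher means more ethidium bromide displaced from hairpin DNA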
p-CIP stab down: p/CIP-EGFP fusion destabilizers, primary screen, fluorescence, F442A cells; Q05BA5; 16 h; decrease of EGFP signal, % at 10 µM; 290,000 tested, 0.01% active;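 active = EGFP signal decrease of at least 30% at 10 µM or well 3 SD below plate mean, unless failing retest; inactive = the rest, including hits failing retest or dose response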; also: some compounds called inactive have numbers as strong as hits; many of its hits are not listed in these tables
NS3 helicase inh: inhibitors of HCV NS3 helicase, primary screen, biochemical, Cy5 molecular beacon fluorescence; NS3 helicase DNA unwinding; Hepatitis C virus NS3 helicase; 290,000 tested, 0.56% active; inhibition, % at 10.9 µM;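 active = inhibition above the mean of all tested compounds plus 3 SD, set per campaign, cut at about 35% in these data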;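 also: 0% = DMSO wells and 100% = thioflavine S control wells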
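assay system = NS3 helicase fragment of HCV | buffer or medium = MOPS pH 6.5, MgCl2, DTT, Tween20, BSA | timing = 60 min unwinding reaction at 25 °C after ATP addition | signal = Cy5 beacon fluorescence read at start and 1 h | read-out basis = % inhibition of unwinding | control set = low DMSO, high thioflavine S at 110 µM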
VIM-2 inh: VIM-2 metallo-beta-lactamase inhibitors, primary screen, biochemical, epi-absorbance readout, Pseudomonas aeruginosa enzyme. inhibition, % at 5.6 µM. 290,000 tested, 0.89% active. purified VIM-2, nitrocefin hydrolysis, epi-absorbance fluorescence;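 active = inhibition above the mean of all tested compounds plus 3 SD, cutoff set per screening run, cut at about 7.5% in these data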;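 also: red hydrolysis product quenches plate fluorescence so inhibitors raise well fluorescence; 0% = enzyme with DMSO and 100% = DMSO without enzyme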
The depositor's hits bear a star; . = not tested or not shown.

SMILES	IDE cell inh	M18AAP inhibitor	IMP-1 inhibitor	UBC9 SUMO inh	IDE act	FID counter	p-CIP stab down	NS3 helicase inh	VIM-2 inh
O=C(COC(=O)c1cccc(C(=O)OCC(=O)NC2CCCCC2)n1)NC1CCCCC1	3	3	-3.1	4	-1	-3	0	-4	-1.0
COc1ccc(OC)c(S(=O)(=O)NCCCc2ccccc2)c1	-1	-3	1.8	3	8	-22	-8	1	2.8
Cc1cccn2c(=O)c(/C=C(\C#N)C(=O)NCc3ccco3)c(N3CCCCC3)nc12	3	-15	-1.6	30	2	-9	-2	-10	2.3
O=C(NCC1CCCN(Cc2nccs2)C1)c1cccc2ccccc12 (stereo not given)	0	2	-2.6	1	-5	-12	-2	-14	-1.4
COc1cccc2sc(N(CCCN(C)C)C(=O)c3ccc(S(=O)(=O)N4CCCc5ccccc54)cc3)nc12	-3	-12	0.2	3	0	27	-4	-48	0.1
O=C(Nc1ncc(Cc2cccc(Cl)c2)s1)c1ccc([N+](=O)[O-])cc1	-3	-6	-4.0	4	6	3	-2	-4	-2.5
COC(=O)C1CSC(C(=O)OC)N1C(=O)CN1CCN(c2ccccc2)CC1 (stereo not given)	-4	3	-4.5	5	-3	-14	6	5	-2.2
CCN(CC)C(=O)CSc1nc2ncc(Cl)cc2[nH]1	2	3	-4.5	-7	4	-3	-11	3	0.3
O=C(c1cc(-c2ccc(Cl)cc2)n[nH]1)N1CCN(C(=O)c2ccco2)CC1	2	-5	-3.4	12	0	-36	-13	-11	-2.5
Cc1c(Cl)cccc1NC(=O)Nn1cnnc1	.	82*	0.0	-6	0	-1	6	8	0.2
CCn1c(C)c(C(C)=O)c(N2CCN(c3ccccn3)CC2)nc1=S	5	7	-1.1	2	5	-6	14	-1	-1.0
S=C(c1c[nH]c2ccccc12)N1CCCC1	-3	4	-0.6	0	4	-4	-2	-1	-1.4
CCc1cc(/C(Cc2ccc3ccccc3n2)=N\O)c(O)cc1O	1	10	-2.8	-9	-3	-11	-20	-20	-6.5
COc1cc(OC)cc(C(=O)NNC(=O)c2ccc(S(=O)(=O)N3CC(C)OC(C)C3)cc2)c1 (stereo not given)	3	9	-2.9	-7	-1	-10	-7	5	-2.8
COc1cc(CC(=O)OCC(=O)c2ccc3c(c2)OCCO3)cc(OC)c1OC	6	3	-2.6	23	10	-25	-10	-9	-2.9
Cc1ccc(N(C(C)C(=O)N2CCCCC2)S(C)(=O)=O)cc1C (stereo not given)	3	-1	0.1	10	0	-10	-8	3	-0.5
O=C(c1cn(CC(=O)N2CCCCC2)c2ccccc12)C1CC1	2	2	-2.0	-2	3	-6	9	-2	-4.4
COc1ccc(/C=N/Nc2nc(-c3cccc(S(=O)(=O)N4CCCC4)c3)cs2)c(OC)c1	1	-3	-1.6	17	0	-1	-21	8	0.3
CSCCC(NS(=O)(=O)c1cccc(C(F)(F)F)c1)C(=O)N(C)Cc1ccc2c(c1)OCCO2 (stereo not given)	-2	-13	-2.3	7	-1	-42	-5	-10	-0.7
O=C(COC(=O)c1ncc(Cl)c(Cl)c1Cl)Nc1ccccc1OC(F)F	-1	-9	-1.9	-17	4	-15	0	16	-1.5
CS(=O)(=O)Nc1ccc(S(=O)(=O)N2CCCC2)cc1	1	-1	-2.3	14	2	-2	-8	0	-3.9
O=C(c1nn2c(C(F)(F)F)cc(-c3cccs3)nc2c1Br)N1CCCc2ccccc21	2	-7	-1.4	-4	5	-4	-3	2	1.7
Cc1ccc(-n2nc3c(=O)n(CC(=O)NCc4ccccn4)nc(C)c3c2C)cc1	5	-6	-3.0	2	0	-28	4	9	-2.3
Cc1ccc(OCc2ccc(-c3ccccc3)cc2)c([N+](=O)[O-])n1	5	-7	-2.9	2	0	-6	-4	-13	-2.8
COC(=O)CNC(=O)c1c(-c2ccccc2Cl)noc1C	-1	-3	-1.7	19	1	5	-27	0	-1.9
Cc1cccc(C)c1NC(=O)C(Cl)=C(Cl)Cl	-4	7	-2.2	-8	-4	-12	10	13	-3.9
CCC1=NN2C(=N)/C(=C/c3c(C)nn(-c4ccccc4)c3Cl)C(=O)N=C2S1	6	0	-3.7	0	1	-10	-1	-2	-3.8
CCC(C)NC(=O)CCS(=O)(=O)c1ccc(Br)s1 (stereo not given)	6	2	-2.2	12	4	-1	-29	4	-4.7
COc1ccc2cc(C#N)c(SCC(=O)NNC(=O)Cc3ccccc3)nc2c1	-1	3	-1.9	16	1	-6	-3	9	-2.3
CCOc1cc(/C=C2\N=C(SCC)SC2=O)cc([N+](=O)[O-])c1OC(C)=O	8	21	-1.9	34	3	-9	-3	11	0.8
COc1cc(-c2c(-c3ccc4c(c3)OCO4)noc2-c2ccsc2)ccc1F	-3	-4	-2.0	-8	5	-3	5	1	0.1
COc1nc(-c2ccncc2)nc2ccccc12	3	-17	-1.6	19	2	-7	-2	3	0.7
Cc1[nH]n(C)c(=O)c1C(=O)c1c(-c2ccccc2Cl)noc1C	2	7	0.3	-2	9	-18	6	-10	-1.1
COc1cccc(CNC(=O)c2ccc(C)c(NC3=NC4CS(=O)(=O)CC4S3)c2)c1 (stereo not given)	6	-2	-1.9	0	-2	-4	1	7	-1.1
Cc1cc(C)nc(SCNC(=O)c2ccc(F)cc2)n1	-2	50*	-2.0	0	0	-3	-10	-2	-2.1
COc1ccc(CCn2c(=N)c(C(=O)NCC3CCCO3)cc3c(=O)n4ccccc4nc32)cc1OC (stereo not given)	4	5	-1.6	1	-1	14	8	4	14*

Four compounds drawn at random from those above, as already listed:
SMILES	IDE cell inh	M18AAP inhibitor	IMP-1 inhibitor	UBC9 SUMO inh	IDE act	FID counter	p-CIP stab down	NS3 helicase inh	VIM-2 inh
COc1cccc(CNC(=O)c2ccc(C)c(NC3=NC4CS(=O)(=O)CC4S3)c2)c1 (stereo not given)	6	-2	-1.9	0	-2	-4	1	7	-1.1
CCC1=NN2C(=N)/C(=C/c3c(C)nn(-c4ccccc4)c3Cl)C(=O)N=C2S1	6	0	-3.7	0	1	-10	-1	-2	-3.8
Cc1[nH]n(C)c(=O)c1C(=O)c1c(-c2ccccc2Cl)noc1C	2	7	0.3	-2	9	-18	6	-10	-1.1
CCOc1cc(/C=C2\N=C(SCC)SC2=O)cc([N+](=O)[O-])c1OC(C)=O	8	21	-1.9	34	3	-9	-3	11	0.8

Further records follow:
SMILES	IDE cell inh	M18AAP inhibitor	IMP-1 inhibitor	UBC9 SUMO inh	IDE act	FID counter	p-CIP stab down	NS3 helicase inh	VIM-2 inh
O=C(Nc1ccc(CN2CCOCC2)cc1)c1cccc(-c2cc3ccccc3oc2=O)c1	9	0	-2.2	-4	-8	5	8	-30	-0.5
CCOc1ccc(/C=N/OCC(=O)NCc2ccc3c(c2)OCO3)cc1OC	-6	-1	-0.5	1	2	-18	-17	-8	1.3
CCc1ccc(/C=N/NC(=O)c2cc(C)on2)s1	1	5	-3.0	-3	4	1	-11	-2	-2.1
CCN(Cc1nc(-c2ccccc2)no1)C(=O)COc1cccc(OC)c1	2	-2	-1.2	-18	3	-27	1	-6	-1.0
CCOc1cc(/C=N/NC(=O)c2ccncc2)ccc1OC(=O)c1ccccc1	1	0	-2.7	5	1	-44	-57	-1	-1.3
Cc1ccc(NC(=O)c2nc[nH]c2C(=O)N[C@@H](C)C(=O)OC(C)(C)C)cc1	2	.	.	-9	-4	.	-10	.	.
C(=N\N=C\c1cccnc1)/c1cccnc1	2	-1	-3.6	1	4	-1	-5	2	-3.5
CN1CCN(CC(=O)C23CC4CC(CC(C4)C2)C3)CC1	4	6	-0.4	8	-1	2	-5	-5	-2.8
Cc1ccc(S(=O)(=O)/N=C(\Nc2cc(C)on2)c2ccc(Cl)cc2)cc1	-3	1	-3.1	-14	6	1	-7	-7	-3.5
Cc1nc2cc(S(=O)(=O)N(C)C)ccc2n1-c1ccccc1	0	3	-3.4	26	5	-5	-6	1	-3.9
CCC1CCCCN1C(=O)CN1C(=O)CSC1=O (stereo not given)	-1	-2	-1.2	18	2	1	-8	3	-0.8
O=C(Nc1ccnn1C1CCN(C(=O)c2c(F)cccc2F)CC1)C1CC1	-4	-3	-0.2	0	5	-4	-8	-12	-0.1
O=[N+]([O-])c1ccccc1/C=N/Nc1nnc(-c2ccccc2)c(-c2ccccc2)n1	4	7	-2.1	1	-2	-5	0	-6	-1.8
CC1CC(=O)N(c2ccc(C(C)C)cc2)C(=O)C1	3	-2	-1.1	-8	5	-5	5	15	0.7
Cc1ccccc1N/C(SCc1cccc(Br)c1)=C(/C#N)C(N)=O	8	2	-2.0	-20	-3	0	6	-3	-0.9
CN1c2ccccc2C(=O)C(=C2SCCCS2)S1(=O)=O	-5	-1	-3.0	8	2	-6	-15	-3	-1.6
CCCNC(=O)Cn1cnc2sc(C(=O)N3CCN(c4ccc(F)cc4)CC3)c(C)c2c1=O	0	3	-4.0	8	6	-3	-4	1	-2.9
O=C1C2C(C(=O)N1/N=C/c1cc([N+](=O)[O-])c(O)cc1O)C1C=CC2C12CC2 (stereo not given)	0	15	-2.8	22	6	-3	-12	22	-3.5
O=C(NNC(=S)NC1CCCCC1)c1ccc(Cl)s1	-5	9	-2.9	-3	3	-7	-20	25	-4.8
O=C(NC1CCN(C(=O)Nc2ccc(F)cc2)CC1)c1ccc(F)cc1	-4	-17	-1.3	2	1	-7	-5	-7	3.2
COc1ccc(C)cc1NC(=O)n1ncc2c(C)cccc21	-1	-2	-2.8	5	3	-7	-12	-16	-1.5

4 of the compounds above, field by field:
O=C(NC1CCN(C(=O)Nc2ccc(F)cc2)CC1)c1ccc(F)cc1
  IDE cell inh = -4
  M18AAP inhibitor = -17
  IMP-1 inhibitor = -1.3
  UBC9 SUMO inh = 2
  IDE act = 1
  FID counter = -7
  p-CIP stab down = -5
  NS3 helicase inh = -7
  VIM-2 inh = 3.2

O=[N+]([O-])c1ccccc1/C=N/Nc1nnc(-c2ccccc2)c(-c2ccccc2)n1
  IDE cell inh = 4
  M18AAP inhibitor = 7
  IMP-1 inhibitor = -2.1
  UBC9 SUMO inh = 1
  IDE act = -2
  FID counter = -5
  p-CIP stab down = 0
  NS3 helicase inh = -6
  VIM-2 inh = -1.8

CC1CC(=O)N(c2ccc(C(C)C)cc2)C(=O)C1
  IDE cell inh = 3
  M18AAP inhibitor = -2
  IMP-1 inhibitor = -1.1
  UBC9 SUMO inh = -8
  IDE act = 5
  FID counter = -5
  p-CIP stab down = 5
  NS3 helicase inh = 15
  VIM-2 inh = 0.7

CN1c2ccccc2C(=O)C(=C2SCCCS2)S1(=O)=O
  IDE cell inh = -5
  M18AAP inhibitor = -1
  IMP-1 inhibitor = -3.0
  UBC9 SUMO inh = 8
  IDE act = 2
  FID counter = -6
  p-CIP stab down = -15
  NS3 helicase inh = -3
  VIM-2 inh = -1.6

Screening results from PubChem BioAssay.
